# Screening results as filed in PubChem BioAssay.
# OXTR potentiator: potentiators of human oxytocin receptor. CHO-OTR cells, Fluo-8 calcium fluorescence, potentiator mode; 0% = oxytocin EC15, 100% = EC100. P30559. 320,000 tested, 0.061% active. activation, % at 3 µM;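 active = activation above that plate's cutoff, the mean activation of tested compounds plus 3 SD, cut at about 6.6% in these data, passing the limit was not always enough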;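 also: 100% uses oxytocin at 75 nM as the full agonist control; some results filed as inactive read as strong as hits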
# Target sequence (P30559 whole entry, looked up): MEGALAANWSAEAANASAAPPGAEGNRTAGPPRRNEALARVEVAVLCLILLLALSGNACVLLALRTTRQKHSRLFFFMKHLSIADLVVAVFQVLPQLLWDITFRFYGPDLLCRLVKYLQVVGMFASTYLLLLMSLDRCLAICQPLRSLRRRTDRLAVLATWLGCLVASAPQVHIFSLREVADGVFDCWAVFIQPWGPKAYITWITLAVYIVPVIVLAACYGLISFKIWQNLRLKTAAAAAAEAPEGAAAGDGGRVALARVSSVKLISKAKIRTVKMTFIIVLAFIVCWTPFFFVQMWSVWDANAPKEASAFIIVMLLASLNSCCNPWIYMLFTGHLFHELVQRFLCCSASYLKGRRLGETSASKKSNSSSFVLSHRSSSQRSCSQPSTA
#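 Dosing: Single dose, 3.0 µM nominal final compound concentration | Material: Human OTR in CHO cells | Technique: Kinetic Fluo-8 calcium fluorescence | Benchmarks: EC15 oxytocin alone as 0%, 75 nM oxytocin as 100% | Probe or stimulus: Oxytocin at about EC15, sub-maximal agonist stimulus | Incubation: Compound 6 min at room temperature before oxytocin, 100 s read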
# GPR7 antag: antagonists of human GPR7 (neuropeptides B/W receptor 1). P48145. GPR7-expressing cells, fluorescence antagonist assay. inhibition, % at 4.4 µM. 290,000 tested, 1.1% active; in the data active = inhibition above about 16%, passing the limit was not always enough;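 also: cells stimulated with the agonist NPW; 0% = agonist with vehicle and 100% = vehicle without agonist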
# M18AAP inhibitor: PfM18AAP enzyme inhibition. 290,000 tested, 1.2% active. AID 1822. inhibition, % at 7.35 µM. recombinant PfM18AAP, H-Glu-NHMec fluorogenic cleavage;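 active = inhibition above the campaign mean inhibition over all tested compounds plus 3 SD, cut at about 28% in these data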;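 also: 0% = plate median of test compound wells and 100% = 2 mM ZnCl2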
# NALP1 inh: blocks the NALP1 inflammasome reconstituted in yeast; S. cerevisiae NALP1/ASC/caspase-1 growth, X-gal OD620, 72 h; AID 2071; 280,000 tested, 0.61% active; inhibition, % at 10 µM; in the data active = inhibition mostly above about 24%, no sharp cut-off; inactive = mostly below about 32%; also: some compounds called inactive have numbers as strong as hits
# MEKK2wt PB1 HTS: raises or lowers MEK5 binding to wildtype human MEKK2 PB1 domain | bead flow cytometry, Alexa488-MEK5 binding to MEKK2 WT; actives lie on both sides | binding response (% of control), % at 10 µM | AID 1531 | Q9Y2U5 | 290,000 tested, 1.1% active; in the data active = binding response below about 67% or above about 130%
# GalR3 antagonist: antagonists of human GalR3 | O60755 | HEK293 GalR3-CNG cAMP membrane potential fluorescence; galR3 body fused to GalR1 C-terminus | inhibition, % at 3 µM | 360,000 tested, 0.44% active;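 active = inhibition above the screen-wide average plus 3 SD, cut at about 13% in these data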;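 also: forskolin and galanin both at EC90 stimulate the cells; cAMP rise reported by CNG channel membrane potential dye signal; 0% = forskolin plus galanin with DMSO and 100% = forskolin alone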
# Target sequence (O60755 1-299 limits assumed): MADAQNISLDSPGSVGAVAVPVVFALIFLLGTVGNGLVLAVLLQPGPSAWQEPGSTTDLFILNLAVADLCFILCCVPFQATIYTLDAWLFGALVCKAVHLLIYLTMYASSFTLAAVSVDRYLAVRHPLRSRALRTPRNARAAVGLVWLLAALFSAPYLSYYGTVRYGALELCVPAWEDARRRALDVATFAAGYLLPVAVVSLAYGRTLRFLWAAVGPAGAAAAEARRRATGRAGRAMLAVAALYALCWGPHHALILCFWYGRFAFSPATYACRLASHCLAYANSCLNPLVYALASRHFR
# OXTR ag: agonists of human oxytocin receptor; P30559; CHO-OTR cells, Fluo-8 calcium fluorescence; normalized: DMSO 0%, oxytocin 100%; activation, % at 3 µM; 320,000 tested, 0.32% active; AID 2435;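 active = activation above the mean of all tested compounds plus 3 SD, cutoff set per screening run, cut at about 20% in these data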;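 also: peak over basal fluorescence ratio from a 100 s FLIPR kinetic read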
# V1R ag counter: activates human V1a receptor in oxytocin agonist counter-screen. AID 2797. CHO-V1R cells, Fluo-8 calcium fluorescence, agonist mode; 0% DMSO, 100% 3 nM vasopressin. 320,000 tested, 0.25% active. activation, % at 3 µM. P37288;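 active = activation above the mean activation of all tested compounds plus 3 SD, per screening run, cut at about 20% in these data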;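 also: signal is peak over basal fluorescence ratio across a 100 second FLIPR read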
# Target sequence (P37288 whole entry, looked up): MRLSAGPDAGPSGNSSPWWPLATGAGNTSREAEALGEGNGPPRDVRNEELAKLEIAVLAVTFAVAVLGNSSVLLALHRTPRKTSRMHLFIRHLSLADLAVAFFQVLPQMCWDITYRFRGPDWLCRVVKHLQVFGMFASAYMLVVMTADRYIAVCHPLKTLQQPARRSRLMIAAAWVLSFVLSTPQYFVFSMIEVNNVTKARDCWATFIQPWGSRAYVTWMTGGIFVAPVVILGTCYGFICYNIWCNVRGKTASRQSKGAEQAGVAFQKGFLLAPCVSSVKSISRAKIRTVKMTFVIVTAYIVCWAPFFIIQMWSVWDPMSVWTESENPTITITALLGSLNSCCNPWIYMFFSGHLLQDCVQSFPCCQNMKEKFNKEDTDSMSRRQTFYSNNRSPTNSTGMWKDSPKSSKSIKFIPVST
# MEKK2mut PB1 HTS: signal of MEK5 binding to mutant human MEKK2 PB1 domain; bead flow cytometry, Alexa488-MEK5 binding to MEKK2 mutant; percent response, % at 10 µM; 290,000 tested, 0.35% active; AID 1530; in the data active = percent response above about 24%, passing the limit was not always enough; also: inactives centre near 1; some results filed as inactive read as strong as hits
# An asterisk follows results filed as active; nt = no result given.
SMILES,OXTR potentiator,GPR7 antag,M18AAP inhibitor,NALP1 inh,MEKK2wt PB1 HTS,GalR3 antagonist,OXTR ag,V1R ag counter,MEKK2mut PB1 HTS
Cc1[nH]c(C)c(S(=O)(=O)N2CCN(c3ccc(Cl)cc3)CC2)c1C(=O)N1CCCC1,-4.9,3.2,-1.0,6.7,106.0,-3.0,0.0,-0.2,3.0
NC(=O)N/N=C/c1cc(Br)ccc1OCC(=O)NCc1ccccc1,2.7,4.4,5.5,21.6,102.0,-11.3,0.2,1.0,3.0
O=C(C1CCCN(Cc2ccccc2Cl)C1)N1CCCCC1 (stereo not drawn),-12.1,-0.3,3.6,6.2,95.0,0.5,-0.5,0.2,3.0
Cc1cc(C(=O)N2CCN(c3ccccc3)CC2)no1,0.6,-8.7,-17.4,-22.6,101.0,nt,-0.2,-0.4,9.0
O=C(CSCc1ccc(Cl)cc1)Nc1ccc2c(c1)OCO2,-13.0,-1.4,-0.4,-66.8,93.0,-1.9,-1.0,-0.7,3.0
CCc1cc(C(c2ccc(F)cc2)N2CCOCC2)c(NC(=O)c2ccccc2)s1 (stereo not drawn),-8.5,-6.1,2.4,7.6,104.0,-1.6,-2.1,-1.4,3.0
Cc1nn(Cc2ccc(Cl)cc2Cl)c(Cl)c1/C=N/NC(=O)CNc1cccc(C(F)(F)F)c1,-3.6,-0.8,1.3,14.7,129.0,nt,-1.0,-0.8,19.0
COc1cc(C2/C(=C(\O)c3ccc4c(c3)CC(C)O4)C(=O)C(=O)N2CC2CCCO2)cc(OC)c1OC (stereo not drawn),nt,-6.4,4.5,-10.3,100.0,-0.9,nt,nt,1.0
OCC(O)/C=N/Nc1nc(N2CCCCC2)nc(N2CCCCC2)n1 (stereo not drawn),7.6,-11.9,-1.4,-0.8,102.0,-2.6,0.0,-0.1,1.0
COc1ccc(NC(=O)c2c(NC(=O)CNCC(C)C)sc3c2CCC3)c(OC)c1,-10.5,0.9,-2.2,15.3,95.0,-2.1,-2.2,-0.6,-3.0
CCCCCn1c(N2CCOCC2)nc2c1c(=O)n(CC(N)=O)c(=O)n2C,-16.5,-10.3,1.6,17.2,108.0,0.8,-0.7,-0.8,21.0
Cc1cc(SCC(=O)N(C)C2CCCCC2)nc2ccccc12,-4.3,nt,nt,nt,nt,-5.5,-1.1,-0.2,nt
COc1cccc(C(CC(=O)O)NS(=O)(=O)c2ccc3c(c2)N(C(C)=O)CC(C)O3)c1 (stereo not drawn),-10.3,6.8,12.4,11.0,97.0,0.7,-0.7,-0.3,-5.0
Cc1ccc(CSc2nnc(-c3ccncc3)n2CC2CCCO2)cc1 (stereo not drawn),-13.1,-8.9,3.3,-4.3,98.0,-3.3,-1.3,-0.5,0.0
CCOC(=O)c1sc2ncnc(OC)c2c1C,-1.6,-9.2,-13.4,21.7,104.0,-3.7,-0.6,0.0,2.0
CCOC(=O)c1sc(SC)nc1N,-9.8,-4.2,2.3,-16.9,91.0,-4.4,-0.8,-0.3,-7.0
CCCCn1c(CN2CCN(C)CC2)nc2ccccc21,0.5,5.2,6.2,22.1,96.0,-6.8,0.8,-0.4,-5.0
O=C(Nc1cc(Cl)cc(Cl)c1)c1cccnc1,-3.0,3.0,0.8,13.2,103.0,-10.5,2.3,14.5,1.0
COC(=O)Cn1ccc(N(C)C)c(C#N)c1=O,0.7,-0.3,1.1,3.2,94.0,-1.5,0.8,0.4,-1.0
CC[C@@]12C(=O)N(c3cccc(Br)c3)C(=O)N1[C@H](c1ccc(Cl)cc1)[C@@H]1C(=O)N(C3CCCCC3)C(=O)[C@@H]12,-3.7,-9.1,-1.4,12.3,97.0,-2.4,0.5,0.8,0.0
COc1ccc(N2CCN(C(=O)CCc3ccccc3OC)CC2)cc1,-17.5,8.1,3.9,-7.7,108.0,-9.6,-0.2,0.0,4.0
COc1ccc([C@H]2[C@H](C(=O)C(C)(C)C)N3N=Cc4ccccc4C3C23C(=O)OC(C)(C)OC3=O)cc1 (stereo partly drawn),0.4,3.5,-1.0,26.9,99.0,-9.5,-0.7,-0.2,0.0
Cc1cccc(NC2=C(Cl)C(=O)OC2OC(C)C)c1 (stereo not drawn),-0.2,-7.9,-1.1,2.9,106.0,14.2*,-0.8,-0.3,-6.0
COc1ccc(OC)c(C2=NO[C@@H]3C(=O)N(c4cc(Cl)ccc4OC)C(=O)[C@H]23)c1,-5.1,-14.6,0.5,14.0,95.0,-6.0,0.5,0.3,0.0
CS(=O)(=O)c1cnc(-c2ccccc2)nc1Oc1ccc(Cl)cc1,5.3,0.9,-2.5,23.7,100.0,0.3,-1.6,-1.4,10.0

# Compound profiles, as listed above.
# Profile of O=C(Nc1cc(Cl)cc(Cl)c1)c1cccnc1 → OXTR potentiator = -3.0; GPR7 antag = 3.0; M18AAP inhibitor = 0.8; NALP1 inh = 13.2; MEKK2wt PB1 HTS = 103.0; GalR3 antagonist = -10.5; OXTR ag = 2.3; V1R ag counter = 14.5; MEKK2mut PB1 HTS = 1.0
# Profile of Cc1ccc(CSc2nnc(-c3ccncc3)n2CC2CCCO2)cc1 (stereo not drawn) → OXTR potentiator = -13.1; GPR7 antag = -8.9; M18AAP inhibitor = 3.3; NALP1 inh = -4.3; MEKK2wt PB1 HTS = 98.0; GalR3 antagonist = -3.3; OXTR ag = -1.3; V1R ag counter = -0.5; MEKK2mut PB1 HTS = 0.0

# (continued)
SMILES,OXTR potentiator,GPR7 antag,M18AAP inhibitor,NALP1 inh,MEKK2wt PB1 HTS,GalR3 antagonist,OXTR ag,V1R ag counter,MEKK2mut PB1 HTS
Cc1ccc(C)c(N(C(=O)c2csnn2)C(C(=O)NC2CCCCC2)c2ccncc2)c1 (stereo not drawn),-2.0,-1.3,-4.0,-6.8,102.0,-6.1,0.0,0.3,1.0
Cc1cc(C)c2[nH]c(=O)c(CN(CC3CCCO3)C(=O)c3cnccn3)cc2c1 (stereo not drawn),-3.9,-7.0,1.5,18.9,100.0,-5.9,0.1,0.1,1.0
Cc1ccc(-c2sc(C(=O)NN)c(C)c2C#N)cc1,1.3,-17.6,-9.4,-5.9,102.0,27.4*,-0.5,0.5,2.0
Cc1ccc(C)c(SCC(=O)NCC(c2ccco2)N2CCCCC2)c1 (stereo not drawn),7.2,nt,nt,nt,nt,-7.1,-1.4,-1.5,nt
O=[N+]([O-])c1cccc(N=Cc2sc3ccccc3c2O)c1,1.5,-12.0,7.0,-2.8,97.0,-5.5,0.8,0.9,-2.0
CCS(=O)(=O)Nc1ccccc1C(N)=O,-9.0,-9.6,6.3,8.4,100.0,-4.9,1.5,0.1,0.0
CCOC(=O)c1[nH]c(C)c(C(=O)N2CCN(c3ccccc3)CC2)c1C,-2.9,-3.8,-8.9,5.4,112.0,-0.9,0.3,-0.5,8.0
CC1=C(CC(=O)c2ccc(Cl)cc2)C(=O)c2ccccc2C1=O,0.2,7.5,6.8,-8.3,96.0,-1.8,-0.8,-0.6,3.0
O=C(CCN1C(=O)/C(=C/c2ccc(Cl)cc2)SC1=S)Nc1ccc(C(=O)O)cc1,3.1,-7.4,-0.5,5.1,106.0,-9.8,2.1,0.8,12.0
CCC1C(C#N)=C(N)OC2=C1C(=O)CC(C)(C)C2 (stereo not drawn),-9.1,0.8,7.0,-105.1,100.0,-4.9,0.1,0.1,3.0
CC1CC(C(F)(F)F)n2ncc(C(=O)O)c2N1 (stereo not drawn),-7.6,-4.1,-14.1,19.5,107.0,-2.1,0.2,0.8,18.0
Oc1ccc(/C=N/NC(=S)NCCN2CCOCC2)c(O)c1,-4.1,-13.0,52.1*,-20.5,101.0,-6.4,0.1,-0.1,3.0
O=C(Nc1nnc(-c2ccc(F)cc2)o1)c1ccco1,-2.9,nt,nt,-56.7,104.0,1.9,0.1,0.5,8.0
COc1ccc(/C=C2/SC(=O)N(CCNC(=O)C3CCCN3C(=O)c3cccs3)C2=O)cc1 (stereo not drawn),-12.3,-7.0,6.3,13.5,93.0,-6.3,0.4,3.1,-2.0
O=[N+]([O-])c1ccccc1/C=N/Nc1nc(N2CCCC2)nc(N2CCCC2)n1,-3.4,-7.4,3.4,-12.7,96.0,6.7,-2.4,-0.7,-1.0
CCCC(NC(=O)Cc1c(C)c2cc3c(C)c(C)oc3c(C)c2oc1=O)C(=O)N[C@@H](Cc1ccccc1)C(=O)O (stereo partly drawn),-3.8,3.3,-7.6,9.0,100.0,-3.6,0.1,-0.1,0.0
CC(C)(CO)NC(=S)NCc1ccco1,-7.9,-9.9,17.4,2.7,91.0,-0.8,-0.1,0.5,-17.0
Cc1ccc(S(=O)(=O)NCc2ccc(C(=O)N(C)CCC#N)cc2)cc1,1.0,-6.4,1.6,-6.9,101.0,-3.3,0.2,0.5,-2.0
Nc1nnc(Cc2ccc(Cl)cc2Cl)s1,-7.6,-6.7,-2.9,nt,97.0,-0.3,0.0,-1.2,2.0
O=S(=O)(NCCC1=CCCCC1)c1ccccc1Cl,3.1,nt,nt,nt,nt,-5.5,-1.4,0.2,nt
CC1(C)NC(=O)N(CC(O)CN2CCOCC2)C1=O (stereo not drawn),2.0,-4.6,-0.1,3.9,94.0,-4.6,1.6,2.0,-5.0
CCC1CCCCN1S(=O)(=O)c1ccc(NC(=O)C2CCN(C(=O)c3ccco3)CC2)cc1 (stereo not drawn),-7.8,1.1,-4.6,3.6,97.0,-8.0,4.5,8.2,-3.0
O=C(c1cc(-c2ccco2)on1)N1CCN(C(c2ccccc2)c2ccccc2)CC1,-3.2,-12.4,2.8,-10.2,86.0,-3.8,0.6,-0.1,-12.0
CC(=O)N=c1c(C#N)cc2c(=O)n3cccc(C)c3nc2n1Cc1ccco1,-2.2,-10.8,-24.5,-7.8,89.0,1.1,-1.5,-0.1,-9.0
CCN(c1ccccc1)S(=O)(=O)c1ccc2[nH]cc(C(=O)N3CCOCC3)c(=O)c2c1,-9.8,-5.2,-0.4,17.0,89.0,-0.7,0.0,0.3,-4.0
# Next compounds
SMILES,OXTR potentiator,GPR7 antag,M18AAP inhibitor,NALP1 inh,MEKK2wt PB1 HTS,GalR3 antagonist,OXTR ag,V1R ag counter,MEKK2mut PB1 HTS
Cc1cc(C)c(C)c(S(=O)(=O)Nc2ccc(C(=O)N3CCCC3)cc2)c1C,0.7,-32.0,-12.3,19.3,102.0,3.9,-0.6,1.8,0.0
COc1ccc(CC(=O)Nc2ccc(C(=O)NC(C)(C)C)cc2)cc1,-4.5,0.3,-9.6,12.3,97.0,-1.5,2.7,3.1,-1.0
Cc1cccc(C)c1NC(=S)N1CCC(N(C)CC2CCCO2)CC1 (stereo not drawn),0.5,-5.2,2.5,-10.7,95.0,-7.0,0.2,0.1,-1.0
O=C(COC(=O)c1ccc(Br)c(S(=O)(=O)N2CCOCC2)c1)NC1CC1,1.8,nt,nt,nt,nt,-0.7,2.5,2.4,nt
COCCN(C(=O)Cc1cccs1)C(C(=O)NCc1ccc(OC)cc1)c1ccc(OC)cc1 (stereo not drawn),-7.2,-8.6,1.5,30.3,105.0,-5.8,-0.5,0.4,3.0
Cc1ccc(S(=O)(=O)CC(=O)N2CCN(c3ccc(F)cc3)CC2)cc1,-3.0,-5.8,0.2,11.1,103.0,0.0,0.5,0.5,6.0
CC1C(=O)N2CCCc3cc(NC(=O)C(=O)NCCc4ccccc4)cc1c32 (stereo not drawn),-2.2,nt,nt,nt,nt,1.2,-2.7,-0.3,nt

# No enrichment for hits; any-hit rate near 4.1%.
